High-throughput results from PubChem.
Nrf2 inh – blocks Nrf2 signaling. A549 ARE-Fluc reporter, luciferase luminescence, 18-24 h. Potency, µM (doses to about 46 µM), for the others: top-dose activity change, negative = inhibition, usual class: inhibitors. 360,000 compounds, 2.1% hits. AID 504444; also: potency is read from the fitted curve at half-maximal effect; % is scaled to controls: 0 for no effect and ±100 for the full control effect; nearly all actives have a fitted effect of over 60% in size
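Cells were seeded and rested 2 h, then exposed to compounds for 18-24 h. CellTiter-Fluor was read first as a viability measure. BugLite was added 15 min before the final luminescent read of ARE-luciferase activity in A549 cells.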
HepG2 tox – counter-screen for TGF-b inhibitors: cytotoxicity in HepG2 cells; AID 588856; HepG2 CAGA-GFP viability, ATP luminescence, 18 h; 410,000 compounds, 0.76% hits; Potency, µM (series often up to 46.1 µM), without a hit: at the top dose activity change, negative = cytotoxicity, hits mostly cytotoxic; also: potency is read from the fitted curve at half-maximal effect; some results filed as inactive show a strong effect at the top dose
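CellTiter-Glo luminescence gave cytotoxicity after 18 hours at 37 degrees C. The cells were HepG2 CAGA-GFP in 1% FBS DMEM, stimulated with 500 pg/mL TGF-beta after compound addition. %Activity was normalised to no-cell wells (complete cell-killing) and DMSO (no toxicity), and curves were fitted and classified.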
TGFb inhibitor – TGF-b pathway inhibition; HepG2 CAGA-GFP TGF-b/SMAD3 reporter, GFP fluorescence, 18 h; TGF-beta stimulated, 500 pg/mL final; Potency, µM (highest dose often 46.1 µM), without a hit: top-dose activity, negative = inhibition, actives largely listed as inhibitors; 410,000 compounds, 1.2% hits; also: potency is read from the fitted curve at half-maximal effect; % is scaled to controls: 0 for no effect and ±100 for the full control effect; nearly all actives have a fitted effect of over 65% in size
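Inhibition was scored as loss of TGF-beta-induced (500 pg/mL final, 18 hours, 37 degrees C) GFP in HEPG2 cells carrying a CAGA-GFP reporter, in DMEM with 1% FBS. Well GFP was summed per cell; Activity was normalised to unstimulated and stimulated DMSO wells, then concentration-response fitting.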
CCT chaperon mod – cytosolic chaperonin activity modulation; purified chaperonin ATPase assay, HTRF ADP detection, 30 min; AID 651819; activity change, % (concentration not given with the values), hits read low; 360,000 compounds, 0.3% hits; in the data active = activity change below about -30%; also: % is scaled to controls: 0 for no effect and ±100 for the full control effect
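Nucleotide hydrolysis assay: TRiC at 20–40 nM final (set by batch activity) with 10 uM ATP, 30 min at 37 °C, in presence of 76 uM compound. Detection by competitive ADP HTRF, 30 min ambient.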
Nrf2 ARE act – activates Nrf2 signaling | AREc32 ARE-luciferase reporter (MCF7-derived line), luminescence, 24 h | Potency, µM (highest dose often 46.1 µM), for inactives: at the highest dose activation, most hits filed as activators | 410,000 compounds, 0.31% hits | AID 624171; also: potency is read from the fitted curve at half-maximal effect; % of control where 0% means no effect; nearly all actives have a fitted effect of over 65% in size
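AREc32 cells carrying an ARE-driven firefly luciferase reporter were seeded at 1000 cells/well in OPTI-MEM with 5% FBS, then exposed to compound for 24 hr at 37 deg C. Luminescence was read with Steady-Glo after 30 min at RT.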
A549 tox – counter-screen for Nrf2 inhibitors: cytotoxicity in A549 cells; A549 ARE-Fluc cells, CellTiter-Fluor viability, 18-24 h; Potency, µM (top dose mostly 46 µM), without a hit: at the top dose activity change, negative = cytotoxicity, most hits filed as inhibitors; 390,000 compounds, 0.16% hits; also: potency is read from the fitted curve at half-maximal effect; % is scaled to controls: 0 for no effect and ±100 for the full control effect
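Cytotoxicity counterscreen: CellTiter-Fluor fluorescence was measured in A549 ARE_Fluc cells after 18-24 h of compound exposure in a concentration series. The subsequent BugLite luminescent read reports ARE-luciferase activity.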
Akt phos inh – inhibitors of Akt phosphorylation | Neuro2A IGF-stimulated pAkt S473 HTRF, 20 min; stronger effect = lower value | AID 651550 | activity change, % for hits at 50 µM | 360,000 compounds, 0.32% hits; in the data active = activity change below about -80%; inconclusive = mostly about -51% to -80%; also: % is scaled to controls: 0 for no effect and ±100 for the full control effect
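Neuro2A cells in DMEM with 0.5% FBS, overnight at 37 deg C, given compound at single 50 µM final, then IGF (6 nM final) for 20 min at 37 deg C. Lysed; phospho-Akt Ser473 by HTRF after 24 h, 665/615 ratio.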
Abeta rescue – compounds reversing amyloid beta toxicity in yeast; yeast expressing A-beta42, growth rescue, OD600, 48 h; response scale: 0% DMSO, 100% iron-clioquinol control; AID 1347071; Potency, µM (highest dose often 46.1 µM), without a hit: at the top dose growth rescue, usual class: activators; 410,000 compounds, 0.063% hits; also: potency is read from the fitted curve at half-maximal effect; nearly all actives have a fitted effect of over 55% in size
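Growth rescue measured by 600 nm absorbance after 48 h yeast culture at 30 C with compound. Values normalized between DMSO and an equimolar ferric chloride plus clioquinol control.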
Mm-Cpn inhibitor – blocks the Methanococcus maripaludis chaperonin Mm-Cpn | purified Mm-Cpn ATPase, ADP Transcreener TR-FRET | Potency, µM (series often up to 76.9 µM), for inactives: at the top dose activity, negative = inhibition, usual class: inhibitors | 330,000 compounds, 0.031% hits | AID 504842; also: potency is read from the fitted curve at half-maximal effect; % is scaled to controls: 0 for no effect and ±100 for the full control effect; nearly all actives have a fitted effect of over 80% in size
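Purified archaeal Mm-CPN (25nM final) preincubated 10 min at 37degC with compound, then 10uM ATP for 30 min at 37degC; ADP measured by HTRF Transcreener TR-FRET; buffer 30 mM TRIS pH 7.4, 100mM KCl, 5mM MgCl2, 1mM DTT.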
Active calls of the source: *; i = inactive; ? = inconclusive; . = not tested or not shown; [ ] = remark or other dose. Unless noted, calls follow the shape of the dose curve; as a rule, active = well fitted curve in the direction sought with a large enough effect; inconclusive = small, poorly fitted or top-dose-only effect, or another doubt; inactive = no such curve, though single readings can be large; an effect the other way counts as inactive or inconclusive.

SMILES	Nrf2 inh	HepG2 tox	TGFb inhibitor	CCT chaperon mod	Nrf2 ARE act	A549 tox	Akt phos inh	Abeta rescue	Mm-Cpn inhibitor
Cc1c(C(=O)N2CCCCC2)oc2ccc(S(=O)(=O)N3CC(C)CC(C)C3)cc12 (centres undefined)	9.2µM*	-31%	11µM*	0.9	2.3%	-12%	i	-21%	2%
COCCNC(=O)c1cc(-c2cccc(Cl)c2)on1	26%	-7%	.	.	?	-3%	.	-13%	.
COc1cccc(C2C(C(N)=O)=C(C)Nc3ncnn32)c1 (centres undefined)	1%	-2%	10%	.	-0.9%	0%	.	-9%	.
O=C1[C@@H]2C(c3ccc(F)cc3)=NO[C@@H]2C(=O)N1Cc1ccccc1	-5%	-10%	1%	2.2	3.8%	-2%	i	-6%	1%
CC1CCN(C(=O)CSc2nc3ccccc3c(=O)n2Cc2ccc3c(c2)OCO3)CC1	-69%	-2%	-1%	-1.3	4.0%	-4%	i	9%	-7%
Cc1ccccc1NC(=O)C12CC3CCC1(C)C3(C)CO2 (centres undefined)	11%	-2%	?	-2.1	-0.7%	3%	i	-18%	1%
C(=C\c1nc2ccccc2[nH]1)/c1ccccc1	?	10µM*	-25%	-3.6	-1.9%	.	i	-55%[inhibitor]	0%
O=C(c1ccc2c(c1)N(Cc1ccccc1F)C(=O)c1ccccc1S2=O)N1CCN(c2ccccc2)CC1 (centres undefined)	?	-15%	-34%	.	-1.4%	-3%	.	1%	.
CCCCC(=O)Nc1nnc(S(=O)(=O)N(CC)c2ccc(OC)cc2)s1	-9%	-27%	-16%	2.1	-0.9%	3%	i	-16%	-1%
Cc1ccc(S(=O)(=O)N2CCN(Cc3nc4ccc(C)cc4o3)CC2)c(C)c1	.	-27%	?	.	5.2%	14%	.	?	.
Cc1ccc(NC(=O)Cc2ccc(Cl)c(Cl)c2)cc1S(=O)(=O)N(C)C	?	-45%	?	-2.7	0.0%	-27%	i	?	-3%
CCOc1c(CNCCNC(=O)c2nonc2N)cccc1OC	-11%	5%	0%	1.4	-1.0%	15%	i	1%	0%
Cc1ccc(S(=O)(=O)CCC(=O)c2ccc(O)cc2O)cc1	5%	11µM*	11µM*	0.8	?	13%	i	-31%[inhibitor]	-3%
CCOc1ccc(-c2cn3c(n2)sc2cc(C(=O)NCCC4=CCCCC4)ccc23)cc1	?	-7%	4%	.	1.2%	12%	.	-9%	.
COc1ccc(S(=O)(=O)N(C)c2ccccc2)c2cccnc12	2%	0%	1%	2.0	-0.6%	6%	i	-11%	1%
CC(C)(C)N(Cc1ccccc1)C(=O)COC(=O)C1CCCCC1	18%	3%	4%	0.0	-0.4%	7%	i	-1%	0%
CCOc1ccc2nc(SCC(=O)NCC3CCCO3)sc2c1 (centres undefined)	-10%	-1%	-3%	-2.7	2.9%	-10%	i	-15%	-1%
COc1ccc(S(=O)(=O)Cc2ccc(C(=O)N3CCC(C(N)=O)CC3)o2)cc1	-17%	-1%	-13%	1.1	-0.9%	0%	i	-4%	-2%
COC(=O)c1cc(OC)c(OC)cc1NC(=O)c1ccco1	-30%	-12%	-10%	-6.4	0.1%	?	i	7%	-3%
CCOc1ccc(/C(O)=C2/C(=O)C(=O)N(c3ccccn3)C2c2ccc(Cl)cc2)c(C)c1 (centres undefined)	?	-15%	-7%	3.3	4.4%	9%	i	-17%	-24%

Reprinted at random: three records from the list, in no set order.
SMILES	Nrf2 inh	HepG2 tox	TGFb inhibitor	CCT chaperon mod	Nrf2 ARE act	A549 tox	Akt phos inh	Abeta rescue	Mm-Cpn inhibitor
CCOc1c(CNCCNC(=O)c2nonc2N)cccc1OC	-11%	5%	0%	1.4	-1.0%	15%	i	1%	0%
CC(C)(C)N(Cc1ccccc1)C(=O)COC(=O)C1CCCCC1	18%	3%	4%	0.0	-0.4%	7%	i	-1%	0%
CCOc1ccc(/C(O)=C2/C(=O)C(=O)N(c3ccccn3)C2c2ccc(Cl)cc2)c(C)c1 (centres undefined)	?	-15%	-7%	3.3	4.4%	9%	i	-17%	-24%

Further compounds:
SMILES	Nrf2 inh	HepG2 tox	TGFb inhibitor	CCT chaperon mod	Nrf2 ARE act	A549 tox	Akt phos inh	Abeta rescue	Mm-Cpn inhibitor
OC(c1cccc(Cl)c1)c1nc(-c2ccc(F)c(Cl)c2)cs1 (centres undefined)	.	-59%	?	0.8	?	.	i	6%	.
CCn1cc(C(=O)OCC(=O)Nc2cc(S(=O)(=O)N(C)C)ccc2C)c(=O)c2ccc(C)nc21	13%	-5%	-8%	-3.7	-0.6%	2%	i	11%	1%
O=C(CCNS(=O)(=O)c1ccc2c(c1)CCN2C(=O)C1CC1)Nc1ccc(Cl)cc1	.	-31%	-3%	.	-0.9%	1%	.	-13%	.
Cc1cc(C)n(-c2cc(-c3ccccc3)nc(C)n2)n1	15%	28%	40%[activator]	2.2	9.3%	10%	i	-5%	2%
COc1ccccc1NC(=O)CCNS(=O)(=O)c1ccc2c(c1)CCCC(=O)N2	-9%	-54%	2%	.	-1.0%	-4%	.	-5%	.
Nn1c(SCC(=O)Nc2nccs2)nncc1=O	-16%	-1%	3%	-0.8	3.9%	-7%	i	9%	0%
O=C(NC1=NCCS1)c1ccc(Cl)s1	?	-10%	?	-3.7	2.0%	3%	i	-25%	0%
CNc1nc(SC)nc(N(C#N)CC(=O)OC)n1	7%	-74%	-3%	2.1	7.9%	-10%	i	6%	0%
C=C(C)C1CC=C(CN2CC(C)OC(C)C2)CC1 (centres undefined)	16%	-18%	-3%	1.1	-0.6%	0%	i	-1%	1%
COc1ccc(-c2noc(CSc3nnc(-c4ccncc4)n3-c3ccc(F)cc3)n2)cc1OC	-18%	-36%	-2%	-2.3	-0.2%	-7%	i	-12%	1%
CCN(CC(=O)Nc1ccc(NC(C)=O)cc1)C(=O)COc1ccc(C(=O)c2ccccc2)cc1	-15%	5%	3%	0.9	-0.2%	2%	i	26%	1%
O=C(Nc1ccccc1)c1cnc2n(c1=O)CCS2	?	4%	8%	-1.9	2.8%	1%	i	5%	1%
N#Cc1ccc(Cl)cc1NC(=O)CSc1cccc[n+]1[O-]	4%	6%	3%	2.5	?	-5%	i	-23%	0%
COc1cc(-c2nnc3n(CCc4ccccc4)c(=O)c4ccccc4n23)cc(OC)c1OC	11%	1%	-1%	-3.8	2.4%	-1%	i	15%	-8%
CCN(CC)S(=O)(=O)c1cc(NC(=O)CCn2[nH]c(=O)ccc2=O)ccc1C	4%	4%	0%	0.0	-0.2%	6%	i	9%	-5%
COc1ncccc1-c1cnc2cccnn12	.	-10%	11%	-0.7	-0.1%	.	i	-15%	.
COc1ccc(Br)cc1CN(C)C(=O)C1=CC=CN2CCS(=O)(=O)N=C12	16µM*	-5%	-1%	-1.2	0.1%	-11%	i	3%	0%
CCc1ccc(CN(C(=O)c2nc(SC)ncc2Cl)C2CCS(=O)(=O)C2)cc1 (centres undefined)	9%	-51%	-18%	.	7.7%	11%	.	-5%	.
COc1cccc(NC(=O)Cn2nnc(C(=O)Nc3cc(Cl)ccc3OC)c2N)c1	?	-6%	9%	1.0	4.5%	-2%	i	-7%	-1%
Cc1ccc2nc(-c3ccccc3)cc(C(=O)NCC3CCCO3)c2c1 (centres undefined)	2%	-12%	0%	0.3	4.0%	-9%	i	-18%	-2%

Part of the list above in order of count of non-hydrogen atoms, smallest number first:
SMILES	Nrf2 inh	HepG2 tox	TGFb inhibitor	CCT chaperon mod	Nrf2 ARE act	A549 tox	Akt phos inh	Abeta rescue	Mm-Cpn inhibitor
O=C(Nc1ccccc1)c1cnc2n(c1=O)CCS2	?	4%	8%	-1.9	2.8%	1%	i	5%	1%
CCc1ccc(CN(C(=O)c2nc(SC)ncc2Cl)C2CCS(=O)(=O)C2)cc1 (centres undefined)	9%	-51%	-18%	.	7.7%	11%	.	-5%	.
CCN(CC(=O)Nc1ccc(NC(C)=O)cc1)C(=O)COc1ccc(C(=O)c2ccccc2)cc1	-15%	5%	3%	0.9	-0.2%	2%	i	26%	1%

Structures listed so far containing a furan ring, fused or not, in the order listed:
SMILES	Nrf2 inh	HepG2 tox	TGFb inhibitor	CCT chaperon mod	Nrf2 ARE act	A549 tox	Akt phos inh	Abeta rescue	Mm-Cpn inhibitor
Cc1c(C(=O)N2CCCCC2)oc2ccc(S(=O)(=O)N3CC(C)CC(C)C3)cc12 (centres undefined)	9.2µM*	-31%	11µM*	0.9	2.3%	-12%	i	-21%	2%
COc1ccc(S(=O)(=O)Cc2ccc(C(=O)N3CCC(C(N)=O)CC3)o2)cc1	-17%	-1%	-13%	1.1	-0.9%	0%	i	-4%	-2%
COC(=O)c1cc(OC)c(OC)cc1NC(=O)c1ccco1	-30%	-12%	-10%	-6.4	0.1%	?	i	7%	-3%

Other compounds.
SMILES	Nrf2 inh	HepG2 tox	TGFb inhibitor	CCT chaperon mod	Nrf2 ARE act	A549 tox	Akt phos inh	Abeta rescue	Mm-Cpn inhibitor
COc1ccccc1NC(=O)/C(C#N)=C/c1ccncc1	6%	0%	4%	-2.3	10%	-1%	i	13%	3%
COc1ccc(S(=O)(=O)Nc2ccccc2C(=O)NC(C)(C)C)cc1OC	1%	0%	4%	-0.5	-0.3%	8%	i	11%	0%
O=C(NCc1cccc(Br)c1)c1ccc(-n2cnc3cccnc32)cc1	?	-10%	0%	.	0.0%	9%	.	5%	.
C=C(C(=O)c1ccccc1)C(C)C(=C)C(=O)c1ccccc1	?	7.9µM*	?	-18	?	?	i	-19%	0%
